TAAR1 agonist = agonists of human TAAR1 | AID 624467 | CHO RD-HGA16 TAAR1, Fluo-8 calcium fluorescence; vehicle wells 0%, saturating PEA agonist 100% | activation, % at 3 µM | 360,000 tested, 0.99% active;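 active means activation above the mean activation of all test compounds in the run plus 3 SD, cut at about 38% in these data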
Target sequence (Q96RJ0 whole entry, looked up): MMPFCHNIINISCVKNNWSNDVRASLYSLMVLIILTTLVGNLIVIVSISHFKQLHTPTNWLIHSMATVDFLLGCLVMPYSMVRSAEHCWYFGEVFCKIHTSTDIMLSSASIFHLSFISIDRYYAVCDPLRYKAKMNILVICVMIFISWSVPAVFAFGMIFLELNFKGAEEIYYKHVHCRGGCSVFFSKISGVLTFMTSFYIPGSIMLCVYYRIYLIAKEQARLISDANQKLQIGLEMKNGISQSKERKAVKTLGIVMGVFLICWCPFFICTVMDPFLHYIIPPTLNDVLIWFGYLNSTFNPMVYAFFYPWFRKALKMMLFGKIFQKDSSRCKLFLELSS
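Benchmarks: low control DMSO, high control PEA (EC100); System: CHO RD-HGA16 cells carrying human TAAR1 plus Gα16; Detection: Fluo-8 fluorescence, 5 s baseline then 140 s kinetic read; Schedule: 17-24 h plating, Fluo-8 75 min 37 °C, 30 min RT; Read-out basis: % activation from peak over basal fluorescence ratio, DMSO-to-PEA scaled.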
TAAR1 antag = human TAAR1 antagonism; Q96RJ0; CHO RD-HGA16 TAAR1, Fluo-8 calcium fluorescence, antagonist; inhibition, % at 3 µM; 360,000 tested, 1.5% active; AID 624466;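 active means inhibition above a per-plate cutoff, the mean inhibition of test compounds on that plate plus 3 SD, cut at about 49% in these data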;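 further: 0% = DMSO plus EC80 beta-PEA response and 100% = DMSO alone without agonist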
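Test system – hTAAR1-expressing CHO RD-HGA16 cells, Gα16-coupled · Reagent – β-PEA at EC80 concentration, post-compound challenge · Compound dosing – 3 µM, single point · Timing – 140 s kinetic read after compound, 140 s after agonist · Detection – Fluo-8 intracellular calcium dye fluorescence, real-time kinetic reads · Control set – DMSO and EC80 PEA controls · Repeats – n of 1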
* = called active by the depositor; & = joins results of further samples.

`CCC(c1nnnn1-c1c(C)cccc1C)N1CCN(CCN2CCOCC2)CC1` (stereo not given) gave TAAR1 agonist 3 and TAAR1 antag -9.
CC[C@H](NC(=O)[C@H](Cc1ccccc1)NC(=O)[C@H]1O[C@@H](n2cnc3c(=O)[nH]c(N)nc32)[C@H](O)[C@@H]1O)c1ccccc1 was read as TAAR1 agonist 13 and TAAR1 antag -42.
`CCCc1c(-c2ccc(Cl)cc2)ncn1CCc1ccccc1OC` gave TAAR1 agonist 56* and TAAR1 antag 52*.
Screening COc1cccc(C(C(=O)NCc2ccccc2)N2CCN(c3ccccc3F)CC2)c1OC (stereo not given) returned TAAR1 agonist 0 and TAAR1 antag 6.
For Cc1cccc(N2CCCn3c2nc2c3c(=O)n(CC(=O)OCc3ccccc3)c(=O)n2C)c1 the results were TAAR1 agonist 9 and TAAR1 antag 19.
Screening COC(=O)[C@@]12C[C@@H](CC(=O)NCCCN3CCCC3=O)C(=O)N(Cc3cccc4ccccc34)C1=CCC(C)(C)C2 returned TAAR1 agonist 10 and TAAR1 antag 7.
CCC(c1nnnn1-c1ccc2c(c1)OCCO2)N1CCN(C(=O)C2CCCO2)CC1 (stereo not given) was read as TAAR1 agonist 0 and TAAR1 antag 9.
`COC(=O)c1cc2c(c3c4ccccc4n(S(=O)(=O)c4cccc(C)c4)c13)C(=O)N(C)C2` gave TAAR1 agonist -2 and TAAR1 antag -11.
`COc1ccc(C(C(=O)Nc2c(C)cccc2C)n2c(=O)c(-c3ccccc3)nc3ccccc32)cc1` (stereo not given) gave TAAR1 agonist -1 and TAAR1 antag -39.
Screening O=C(Cc1cn(Cc2ccccc2)c2ccccc12)Nc1ccc(Oc2cccnc2)cc1 returned TAAR1 agonist 1 and TAAR1 antag 3.
For CCOC(=O)N1CCN(C(=O)C[C@@H]2C[C@@]3(C(=O)OC)CCCCC=C3N(Cc3ccccc3)C2=O)CC1 the results were TAAR1 agonist 5 and TAAR1 antag 14.
`C[C@@H](c1ccccc1)N1C[C@H](COCc2ccccc2)Oc2cc(N3CC[C@H](O)C3)ccc2S1(=O)=O` gave TAAR1 agonist 0 and TAAR1 antag -10.
For COc1ccc(CN2C[C@H](COCc3ccccc3)Oc3cccc(F)c3S2(=O)=O)cc1 the results were TAAR1 agonist 2 and TAAR1 antag 15.
For COC(=O)[C@@]1(Cc2ccc(OC)cc2)[C@H]2c3cc(C(=O)N4CCCC4)n(Cc4ccc(C)o4)c3C[C@H]2CN1C(=O)c1ccccc1 the results were TAAR1 agonist 4 and TAAR1 antag 17.
`CC(C)(C)S(=O)N1C[C@@H]2CC(=O)C(c3ccccc3)=C2[C@H]1CCO` (stereo not given in full) gave TAAR1 agonist 3 and TAAR1 antag -20.
CCOC(=O)N1CCN(C(=O)C[C@@H]2C[C@@]3(C(=O)OC)CCCCC=C3N(Cc3ccc4c(c3)OCO4)C2=O)CC1 was read as TAAR1 agonist 7 and TAAR1 antag 43.
For O=C1c2ccccc2C(c2nnnn2-c2ccc3c(c2)OCCO3)N1CCc1c[nH]c2ccccc12 (stereo not given) the results were TAAR1 agonist 12 and TAAR1 antag 36.
For CCCCN1CC(N2CCCC2)CS1(=O)=O (stereo not given) the results were TAAR1 agonist 0 and TAAR1 antag 5.
Screening O=C1NC[C@H](Cc2ccccc2)N(CCc2cc(C(F)(F)F)cc(C(F)(F)F)c2)C1=O returned TAAR1 agonist -1 and TAAR1 antag -21.
Screening O=S1(=O)N[C@H](Cc2ccccc2)COc2cc(Br)ccc21 returned TAAR1 agonist -1 and TAAR1 antag -25.
COC(=O)[C@]12CCCCC=C1N(CCc1ccc(OC)c(OC)c1)C(=O)[C@H](CC(=O)NCCc1ccccc1OC)C2 was read as TAAR1 agonist 20 and TAAR1 antag 7.
`COC(=O)Cc1nnn2c1[C@H](C)[C@@H](OC)c1cc(Br)ccc1-2` gave TAAR1 agonist 0 and TAAR1 antag 2.
For CCOC(=O)[C@]12CCC=C1N(Cc1ccc(Cl)cc1Cl)C(=O)[C@H](CC(=O)NCCc1ccccc1OC)C2 the results were TAAR1 agonist 30 and TAAR1 antag 14.
Screening O=C(Nc1ccc2c(c1)OCCO2)C(C1CC1)n1c(=O)c(-c2cc3ccccc3[nH]2)nc2ccccc21 (stereo not given) returned TAAR1 agonist 1 and TAAR1 antag -7.
`COC(=O)C1=C(C)N(C)C(=NCc2cccc(C(F)(F)F)c2)NC1c1cccc(F)c1` (stereo not given) gave TAAR1 agonist 22 and TAAR1 antag 27.
COc1ccc(-c2nc3cc(C)c(Br)c(C)n3c2Cc2ccsc2)cc1OC was read as TAAR1 agonist 6 and TAAR1 antag -30.
`C[C@@H]1ON(C)[C@H]2C[C@H]3c4[nH]c5c(-c6ccccc6F)cccc5c4CCN3C(=O)[C@@H]12` gave TAAR1 agonist 4 and TAAR1 antag 20.
For CN(c1cccnc1)c1ccc(NC(=O)Cc2c[nH]c3ccccc23)cc1-c1cccnc1F the results were TAAR1 agonist 2 and TAAR1 antag -13.
Screening C=CCCC1CN(Cc2ccc(OC)cc2)S(=O)(=O)c2c(Oc3ccc(C(C)C)cc3)cccc2O1 (stereo not given) returned TAAR1 agonist 0&0 and TAAR1 antag -22&-3.
Screening c1ccc2c(C(c3nnnn3-c3ccc4c(c3)OCCO4)N3CCCC3)ccnc2c1 (stereo not given) returned TAAR1 agonist 1 and TAAR1 antag 5.
`CCOC(=O)[C@]12CCC=C1N(CCC1=CCCCC1)C(=O)[C@H](CC(=O)NCc1cccs1)C2` gave TAAR1 agonist -2 and TAAR1 antag -9.
For COC(=O)C[C@@H]1CC[C@H](NC(=O)Nc2ccc(OC)cc2)[C@@H](CO)O1 the results were TAAR1 agonist 0 and TAAR1 antag -11.
Screening COC(=O)Cc1nnn2c1[C@@H](C)[C@@H](c1ccccc1Br)O[C@@H](C)C2 returned TAAR1 agonist 9 and TAAR1 antag -4.
C[C@H]1CN([C@@H](C)CO)C(=O)CCCn2nncc2CO[C@@H]1CN(C)C(=O)Nc1ccc(N2CCN(C)CC2)cc1 was read as TAAR1 agonist 1 and TAAR1 antag 5.
Screening c1ccc(C[C@H]2COc3c4ccccc4nn32)cc1 returned TAAR1 agonist 0 and TAAR1 antag -31.
For CCC(c1nnnn1-c1ccc2c(c1)OCCO2)N1CCN(c2cccc(C)c2C)CC1 (stereo not given) the results were TAAR1 agonist 0 and TAAR1 antag -5.
`COC(=O)[C@]12CCCCC=C1N(Cc1ccc3c(c1)OCO3)C(=O)[C@H](CC(=O)NCc1ccccc1)C2` gave TAAR1 agonist 5 and TAAR1 antag 24.
Screening Cc1ccc(S(=O)(=O)N2[C@H](CC(=O)Oc3ccccc3)OC[C@@H]2C(C)C)cc1 returned TAAR1 agonist 3 and TAAR1 antag -8.
Screening CC(C)C[C@@H](CN1CCC[C@H]1CN1C(=O)C(=O)NC[C@@H]1Cc1ccc(O)cc1)N1C[C@H](Cc2ccccc2)N(CCc2ccccc2)C(=O)C1=O returned TAAR1 agonist 1 and TAAR1 antag -9.
`CC1Cc2[nH][nH]c(=O)c2C(C2CCCC2)O1` (stereo not given) gave TAAR1 agonist 4 and TAAR1 antag 3.

A portion of the results above:
Screening c1ccc2c(C(c3nnnn3-c3ccc4c(c3)OCCO4)N3CCCC3)ccnc2c1 (stereo not given) returned TAAR1 agonist 1 and TAAR1 antag 5.
`CCOC(=O)[C@]12CCC=C1N(CCC1=CCCCC1)C(=O)[C@H](CC(=O)NCc1cccs1)C2` gave TAAR1 agonist -2 and TAAR1 antag -9.
For COC(=O)C[C@@H]1CC[C@H](NC(=O)Nc2ccc(OC)cc2)[C@@H](CO)O1 the results were TAAR1 agonist 0 and TAAR1 antag -11.
Screening COC(=O)Cc1nnn2c1[C@@H](C)[C@@H](c1ccccc1Br)O[C@@H](C)C2 returned TAAR1 agonist 9 and TAAR1 antag -4.
C[C@H]1CN([C@@H](C)CO)C(=O)CCCn2nncc2CO[C@@H]1CN(C)C(=O)Nc1ccc(N2CCN(C)CC2)cc1 was read as TAAR1 agonist 1 and TAAR1 antag 5.

Filtered by structure, the compounds so far with a Cl atom.
`CCCc1c(-c2ccc(Cl)cc2)ncn1CCc1ccccc1OC` gave TAAR1 agonist 56* and TAAR1 antag 52*.
For CCOC(=O)[C@]12CCC=C1N(Cc1ccc(Cl)cc1Cl)C(=O)[C@H](CC(=O)NCCc1ccccc1OC)C2 the results were TAAR1 agonist 30 and TAAR1 antag 14.

The list goes on:
For COC(=O)[C@@]12C[C@@H](CC(=O)NCc3ccc(OC)c(OC)c3)C(=O)N(Cc3cccc4ccccc34)C1=CCC(C)(C)C2 the results were TAAR1 agonist -1 and TAAR1 antag -23.
Screening Cc1ccc(S(=O)(=O)N2CCC(=O)N([C@H](COCc3ccc(Cl)cc3Cl)Cc3ccccc3)CC2)cc1 returned TAAR1 agonist 0 and TAAR1 antag 1.
For O=S1(=O)c2c(cccc2N2CCCCC2)O[C@H](COCc2ccccc2)CN1C1CC1 the results were TAAR1 agonist 0 and TAAR1 antag 52*.
Screening CC(C)(C)S(=O)(=O)N1C[C@H]2CC(=O)C(CCO)=C2[C@@H]1CCO returned TAAR1 agonist 0 and TAAR1 antag 4.
For COc1cccc(C(=O)N[C@@H](CC(C)C)C(=O)N2CCC[C@H]2C(=O)NCc2ccccc2)c1 the results were TAAR1 agonist -1 and TAAR1 antag -11.
For C[C@@H]1CN(c2ccc(N3CCN(C(=O)OC(C)(C)C)C[C@@H]3C)cc2C#N)C[C@H](C)O1 the results were TAAR1 agonist 2 and TAAR1 antag -29.
COC(=O)[C@]12CCCCC=C1N(Cc1ccc(Cl)cc1Cl)C(=O)[C@H](CC(=O)NCCCCc1ccccc1)C2 was read as TAAR1 agonist 3 and TAAR1 antag -35.
Screening COc1cccc(Cn2cnc(-c3ccccc3OC)c2-c2cccs2)c1 returned TAAR1 agonist 0 and TAAR1 antag 1.
COc1ccccc1-c1cn(CC[C@H]2CC[C@@H](NS(=O)(=O)c3ccccc3C)[C@@H](CO)O2)nn1 was read as TAAR1 agonist 4 and TAAR1 antag -16.
Screening CO[C@H]1CN(C)C(=O)c2cc(NC(=O)c3cc(C)on3)ccc2OC[C@@H](C)N(C(=O)C2CC2)C[C@H]1C returned TAAR1 agonist 0 and TAAR1 antag -3.
For COC(=O)c1cc2c(c3c4cc(OC)ccc4n(C(=O)c4ccccc4)c13)C(=O)N(C1CCCCC1)C2 the results were TAAR1 agonist 1 and TAAR1 antag 22.
For CCOc1ccc(CCN2C(=O)C(=O)N([C@@H](Cc3ccc(O)cc3)CN3CCC[C@H]3CN3C(=O)C(=O)NC[C@@H]3Cc3ccc(O)cc3)C[C@@H]2Cc2ccccc2)cc1 the results were TAAR1 agonist 5 and TAAR1 antag -5.
For CC(=O)Nc1ccc(NC(=O)Cn2cc3c(n2)CCC(C)C3)cc1 (stereo not given) the results were TAAR1 agonist 0 and TAAR1 antag 2.
`CC(C)(C)OC(=O)N1CCC[C@H]1C(=O)NCc1ccc(F)cc1F` gave TAAR1 agonist 1 and TAAR1 antag 6.
For COc1ccc(OC)c(CN2C(=O)CN(S(C)(=O)=O)CC2(C)C(=O)NC(C)C)c1 (stereo not given) the results were TAAR1 agonist 2 and TAAR1 antag -7.
For CCCNC(=O)N[C@H]1CC[C@@H](CCn2cc(-c3cccc(F)c3)nn2)O[C@@H]1CO the results were TAAR1 agonist 0 and TAAR1 antag -5.
`O=C(CSC1=NC(=O)C(Cc2ccccc2)C(=O)N1)Nc1ncccn1` (stereo not given) gave TAAR1 agonist 8 and TAAR1 antag -14.
`CCCCc1c(-c2ccccc2OC)ncn1C1CCCC1` gave TAAR1 agonist 6 and TAAR1 antag -13.
Screening CC1(C)OC(=O)C2=C(C[C@@H](C3CC3)O[C@@H]2C2CC2)O1 returned TAAR1 agonist 0 and TAAR1 antag 17.
For CCCCOCCCNC(=O)C[C@@H]1C[C@@]2(C(=O)OC)CCCCC=C2N(Cc2ccc(Cl)cc2Cl)C1=O the results were TAAR1 agonist -1 and TAAR1 antag 5.
For O=C(N[C@H](Cc1ccccc1)C(=O)O)[C@H]1O[C@@H](n2ccc(=O)[nH]c2=O)[C@H](O)[C@@H]1O the results were TAAR1 agonist 4 and TAAR1 antag -23.
Screening CCCCOc1ccc(C(=O)NC2CCCCN(C)C2=O)cc1 (stereo not given) returned TAAR1 agonist 1 and TAAR1 antag 2.
C=CCCC1CN(Cc2ccc(OC)cc2)S(=O)(=O)c2c(cccc2N2CCCCC2)O1 (stereo not given) was read as TAAR1 agonist 8 and TAAR1 antag -69.
COc1ccc(-n2nnnc2C2(C)CCC(=O)N2Cc2ccccc2)cc1 (stereo not given) was read as TAAR1 agonist 1 and TAAR1 antag 6.
`CCc1c(Cc2ccccc2)ncn1CCc1ccccc1OC` gave TAAR1 agonist 52* and TAAR1 antag -1.
`Cc1ccccc1S(=O)(=O)N(C)C[C@@H]1OCc2cn(nn2)CCCC(=O)N([C@@H](C)CO)C[C@H]1C` gave TAAR1 agonist 0 and TAAR1 antag 5.
For O=C(Cc1c[nH]c2ccccc12)Nc1ccc(Nc2cccnc2)c(-c2ccc(Oc3ccccc3)cc2)c1 the results were TAAR1 agonist 2 and TAAR1 antag 30.
Screening O=C(Nc1c(-c2ccccc2)[nH][nH]c1=O)c1ccc2c(c1)OCO2 returned TAAR1 agonist 2 and TAAR1 antag -17.
CCCN(C(=O)c1cn(CCC)c2ccccc12)c1ccc(Oc2cccnc2)cc1 was read as TAAR1 agonist -2 and TAAR1 antag 14.

Screening data as filed in PubChem BioAssay.

This is a subset; the hit share may differ from the screen's.
